SRC2 TRFRET art – counter-screen for PPARgamma SRC-2 recruitment agonists: TR-FRET artefact. active compounds read high. TR-FRET ratio at 8 µM. AID 1049. actives 0.4% (n = 200,000); in the data active means TR-FRET ratio above about 2000; further: inactives centre near 1500
PPARg SRC2 recr – agonists of SRC-2 recruitment by human PPARgamma | P37231 | PPARgamma LBD-SRC-2 recruitment, biochemical | activation, % at 8 µM | actives 0.34% (n = 200,000); in the data active means activation above about 22%;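 further: 0% = vehicle and 100% = reference agonist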
Target sequence (P37231 whole entry, looked up, the tested form may be a part): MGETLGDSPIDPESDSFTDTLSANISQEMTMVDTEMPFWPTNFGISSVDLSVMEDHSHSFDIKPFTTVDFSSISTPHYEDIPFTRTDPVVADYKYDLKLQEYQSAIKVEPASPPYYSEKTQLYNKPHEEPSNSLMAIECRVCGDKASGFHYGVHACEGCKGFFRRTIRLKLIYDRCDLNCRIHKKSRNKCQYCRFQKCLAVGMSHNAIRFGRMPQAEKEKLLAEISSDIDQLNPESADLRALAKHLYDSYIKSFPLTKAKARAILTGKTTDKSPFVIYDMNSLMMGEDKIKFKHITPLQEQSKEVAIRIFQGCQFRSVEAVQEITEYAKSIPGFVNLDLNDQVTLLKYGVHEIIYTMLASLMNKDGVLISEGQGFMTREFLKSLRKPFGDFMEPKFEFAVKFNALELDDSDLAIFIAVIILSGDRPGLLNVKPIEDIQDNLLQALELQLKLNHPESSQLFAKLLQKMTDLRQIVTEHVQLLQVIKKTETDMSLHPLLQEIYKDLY
bIAP inh – blocks bovine intestinal alkaline phosphatase activity. purified bovine IAP, CDP-star luminescence, 30 min. inhibition, % at 20 µM. 190,000 tested, under 10 active;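 active means over 50% inhibition of intestinal alkaline phosphatase at 20 µM in the single-dose screen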
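Incubation: 30 min reaction at room temperature / Material: purified bovine intestinal alkaline phosphatase (IAP) enzyme / Input: enzyme at 1/65,000,000 dilution / Dosing: 20 µM single dose / Signal: CDP-star luminescence signal / Reagent: CDP-star chemiluminescent phosphatase substrate, 30 µM final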
STAT1 blocker – reduces IFN-gamma driven STAT1 reporter signal; NIH 3T3 STAT1-luciferase reporter, luminescence; AID 920; inhibition, % at 5.5 µM; actives 0.35% (n = 200,000);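 active means inhibition above a set limit, the mean inhibition across all tested compounds plus 3 SD, cut at about 34% in these data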;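 further: 0% = IFN-gamma with DMSO and 100% = IFN-gamma with 300 µM nifuroxazide; values of inactives mirror those of a sister screen read the other way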
PPARg SRC1 recr – PPARgamma-driven SRC-1 recruitment agonism | activation, % at 8 µM | actives 0.41% (n = 200,000) | P37231 | PPARgamma-SRC-1 coactivator recruitment biochemical assay; in the data active means activation above about 19%;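 further: 0% = DMSO and 100% = reference agonist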
TNAP act hi DEA – increases human TNAP activity under high phosphate acceptor concentration; P05186; activation factor at 20 µM; 200,000 tested, under 10 active; purified TNAP, CDP-star luminescence, 1 M DEA, 30 min; active compounds read high; 0 = EDTA background, 1 = DMSO-only activity; AID 1136;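 active means activation factor at least 2 at 20 µM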
Target sequence (P05186 whole entry, looked up): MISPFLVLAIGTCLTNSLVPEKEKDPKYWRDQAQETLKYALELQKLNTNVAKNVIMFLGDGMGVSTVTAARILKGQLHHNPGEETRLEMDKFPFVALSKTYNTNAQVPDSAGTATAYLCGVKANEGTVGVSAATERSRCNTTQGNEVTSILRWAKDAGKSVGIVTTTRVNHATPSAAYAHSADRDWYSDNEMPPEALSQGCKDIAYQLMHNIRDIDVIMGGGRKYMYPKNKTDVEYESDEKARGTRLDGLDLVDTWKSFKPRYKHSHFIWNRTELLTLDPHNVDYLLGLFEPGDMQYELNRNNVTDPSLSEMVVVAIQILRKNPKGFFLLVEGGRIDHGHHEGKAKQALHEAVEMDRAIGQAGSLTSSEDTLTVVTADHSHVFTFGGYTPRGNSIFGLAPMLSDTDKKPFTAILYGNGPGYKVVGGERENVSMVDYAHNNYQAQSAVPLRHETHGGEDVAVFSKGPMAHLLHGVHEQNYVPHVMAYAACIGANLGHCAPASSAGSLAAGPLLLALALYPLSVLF
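Measured by: Luminescent substrate turnover signal | Test system: Human TNAP | Input: TNAP 1/800 final | Dosing: 20 µM single point | Schedule: 30 min, room temperature | Controls: EDTA wells as negative control, DMSO wells as positive control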
STAT3 blocker – reduces IL-6 driven STAT3 reporter signal; U3A cells, IL-6 STAT3-luciferase reporter, luminescence; host cell line lacks STAT1; inhibition, % at 5.5 µM; actives 0.89% (n = 190,000); AID 862;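 active means inhibition above the mean inhibition across all screened compounds plus 3 SD, cut at about 44% in these data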;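 further: 0% = DMSO only wells and 100% = 100 µM nifuroxazide control wells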
STAT3 activator – increases IL-6 driven STAT3 reporter signal; U3A cells, IL-6 STAT3-luciferase reporter, luminescence; 100% = signal with IL-6 EC80 alone; activation (% of control), % at 5.6 µM; actives 0.91% (n = 190,000); AID 871;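 active means activation above the screen-wide mean of compound activation plus 3 SD, cut at about 130% in these data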;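 further: 0% = background luminescence of wells with medium and substrate only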
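Assay system – human STAT1-deficient U3A cells with stable STAT3-luciferase reporter · Also added – IL-6 (33 ng/mL) · Schedule – compound 1 h, then IL-6 6 h at 37 °C · Technique – reporter luminescence signal · Evaluation – % activation versus median of IL-6-stimulated wells · Benchmarks – IL-6-only wells as 100% reference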
bIAP act – intestinal alkaline phosphatase (bovine) activation; purified bovine IAP, CDP-star luminescence, 30 min; active compounds read high; fold of DMSO-control signal, blank-subtracted; activation factor at 20 µM; actives 0.17% (n = 200,000); AID 1016;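 active means activation factor of 2 or more at 20 µM, a signal rise over negative controls twice the positive control's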
ROMK primary – modulators of human ROMK potassium channel; B-score at 10 µM; Tet-inducible ROMK, thallium flux fluorescence; actives lie on both sides; actives 2% (n = 130,000); P48048; AID 1918;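 active means signal ratio slope over the read window, or its plate-corrected B-score, at least 3 SD from the plate mean, either direction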;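 further: B-score of the F/F0 ratio slope over 7 to 12 s after thallium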
PPARg SRC3 recr – PPARgamma-driven SRC-3 recruitment agonism | activation, % at 8 µM | actives 0.26% (n = 200,000) | biochemical PPARgamma/SRC-3 coactivator recruitment assay | P37231 | AID 731; in the data active means activation above about 23%;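 further: 0% = DMSO and 100% = reference agonist; some compounds past the cut are filed as inactive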
* marks the source's active call; other numbers are inactive results; . = no result given.

compound,SRC2 TRFRET art,PPARg SRC2 recr,bIAP inh,STAT1 blocker,PPARg SRC1 recr,TNAP act hi DEA,STAT3 blocker,STAT3 activator,bIAP act,ROMK primary,PPARg SRC3 recr
O=C(Nc1cccc(-c2cn3ccccc3n2)c1)c1cnccn1,1677,9,0,-7,6,1,2,98,1,.,4
CCn1ccnc1CN1CCCC(CO)(Cc2cccc(OC)c2)C1 (centres undefined),1534,12,-23,-1,0,1,2,102,1.2,-1.7,1
Cn1c(=O)oc2cc(S(=O)(=O)NCCc3ccccc3)ccc21,1562,3,8,-1,-1,1.1,0,106,0.9,.,-1
O=C(Nn1cnc2ccccc2c1=O)c1ccccc1,1643,13,-3,0,13,1,6,99,1,0.47,2
COc1ccc(-c2nnc(NC(=O)c3ccc(S(=O)(=O)N4CCCc5ccccc54)cc3)o2)cc1,1490,-6,3,-2,-5,1,6,99,1,.,5
O=C(Nc1ccc(NC(=O)C2CC2)nc1)c1cccnc1,1418,10,2,-2,-1,1,2,104,1,.,0
CSCc1cc(N2CCCC2)nc(-c2ccccc2)n1,1517,3,0,14,-6,1,10,99,1,-1.1,3
CC(=O)Nc1ccc(OCC(O)CNC2CCCC2)cc1 (centres undefined),1670,6,-6,8,-3,1,4,101,1.1,0.83,3
COc1ccccc1N1CCN(C(=O)c2cc(N3C(=O)C4C5CCC(C5)C4C3=O)ccc2Cl)CC1 (centres undefined),1532,-3,10,5,2,1,2,97,0.9,-3.1,-3
CCn1c(-c2ccc(C)cc2)nn(CC(=O)NCCc2ccccc2)c1=S,1570,3,.,21,1,1,-7,104,0.5,-0.16,3
COc1cccc(C2CC(c3cccs3)=NN2C(=O)CSc2nc3c(cnn3-c3ccc(F)cc3)c(=O)[nH]2)c1OC (centres undefined),1235,-1,12,4,-1,1,12,90,0.9,0.61,-2
COc1ccc(/C=C2\SC(=S)N(CC(=O)Nc3nnc(C)s3)C2=O)cc1,1335,-6,9,6,-4,1,3,97,0.9,-0.86,-4
COc1ccc(-n2c(-c3ccc(F)cc3)cnc2SCC(=O)NCc2ccco2)cc1,1493,9,5,-11,-2,1.1,7,94,0.9,-1.9,-2
COC(=O)c1c(NC(=S)Nc2ccc(C(=O)N3CCOCC3)cc2)sc2c1CCC2,1929,13,-8,-9,18,1,-1,107,1.1,-0.62,9
CC(=O)c1ccc(OCCN2CCOCC2)cc1,1637,4,2,10,0,1,3,100,1,.,2
CCOC(=O)c1cnc2ccc(C)cc2c1Nc1ccc(N2CCOCC2)cc1,1421,4,10,16,2,1,20,90,0.9,.,3
COc1ccccc1NC(=O)CN1C(=O)CSC(C)C1=O (centres undefined),1676,3,3,4,3,1,9,95,1,.,4
CCOc1ccccc1N(CC(=O)NC1CCCCC1)C(=O)CCCC(=O)Nc1ccccn1,1529,4,-35,-1,0,1.1,4,97,1.3,-0.84,1
Cc1nc2ccc(-c3ccccc3)cc2o1,1696,9,1,-24,12,1,18,86,1,-0.37,4
C/C(=N\NS(=O)(=O)c1ccccc1)c1ccc2c(c1)OCO2,1420,-3,-17,-8,-6,1,2,100,1.2,-0.85,0
COc1ccc(/C=C2\N=C(SC)N(c3ccccc3OC)C2=O)cc1,1624,3,-7,6,6,1,4,97,1.1,-0.13,6
O=C(COc1ccccc1)N1CCN(C(=O)Cc2ccccc2)CC1,1484,0,1,-7,3,1,0,104,1,-0.98,1
CC(=O)Nc1nc(CCN2C(=O)c3ccccc3C2=O)cs1,1545,1,-11,-1,-1,1,26,82,1.1,0.16,-3
COC(=O)c1ccc(S(=O)(=O)NNC(=O)COc2ccc(C)cc2)cc1,1552,1,7,7,6,1,2,96,0.9,1.6,2
Brc1ccc(-c2csc(N3CCc4ccccc4C3)n2)cc1,1340,0,36,-1,-5,1.1,-4,108,0.6,.,-1
Cc1ccccc1C(=O)Nc1ccccn1,1688,5,7,-4,8,1,2,98,0.9,-0.035,11
CNC(=O)c1ccc(Nc2nnc(C)c3ccccc23)cc1,1493,9,16,1,4,1,22,84,0.8,.,-1
Cc1nn(-c2ccccn2)c2nc(-c3cccs3)cc(C(=O)N3CCOCC3)c12,1604,-7,-3,7,6,1.1,24,83,1,.,-11
O=C(Nc1ccccc1-c1ccccc1)c1cc(C(F)(F)F)cc(C(F)(F)F)c1,1545,-6,-5,-4,3,1,-1,104,1,.,-2
CCn1c(SCC(=O)N2CCOCC2)nc2sc3c(c2c1=O)CCCC3,1623,-1,2,1,0,1,1,102,1,.,4
Cc1ccc(N2CCN(CC3CC=CCC3)CC2)cc1 (centres undefined),1690,4,12,-1,7,1.1,12,91,0.9,-0.76,4
COc1ccc(CNc2cc(NCCCO)c([N+](=O)[O-])c3nonc23)cc1,1673,11,-15,28,9,1,26,84,1.2,-1.5,1
COc1ccc(NC(=S)NCc2ccc(S(N)(=O)=O)cc2)c(OC)c1,1731,12,21,5,4,1,10,94,0.8,0.28,-3
S=C(Nc1ccccc1)Nc1nc2ccccc2n1CCOc1ccccc1,1650,0,9,-5,3,1.1,-1,106,0.9,0.28,-3
O=C(CCCN1C(=O)c2ccccc2C1=O)Nc1ccc(S(=O)(=O)N2CCCCC2)cc1,1659,5,-2,-5,6,1,5,96,1,-0.01,2
c1ccc(CCSc2nccn2-c2ccccc2)cc1,1408,-1,8,-47,-3,1.1,-5,109,0.9,.,-1
COc1ccc(NS(=O)(=O)c2cc(NC(=O)c3cnccn3)ccc2N2CCCC2)cc1,1461,-1,18,-6,1,0.9,-5,107,0.8,.,-3
CCn1cnc2cc(NCc3cccs3)ccc21,1431,-3,2,-30,2,1,-2,105,1,0.17,6
CCOC(=O)N1CCN(C(=O)CSCc2ccccc2Cl)CC1,1619,9,1,-5,3,1,2,98,1,-1.7,2
CCOC(=O)N1CCN(S(=O)(=O)c2ccc(C(=O)NNc3nc4c(C)cc(C)cc4s3)cc2)CC1,1454,-9,3,-12,-6,1.1,-2,102,1,0.78,-2
O=C(CN1C(=O)CSC1=O)Nc1ccccc1F,1658,6,-4,13,8,1,13,95,1,0.16,18
Cc1ccccc1C(=O)Nc1ccc(C(=O)N/N=C/c2ccc(O)c(Br)c2)cc1,1763,5,-9,8,13,1,-12,115,1.1,0.43,6
CCN(CC)c1ncnc2ccc(Br)cc12,1491,2,-4,3,4,1,24,83,1,.,-8
CC(C)(C)c1cc(CN2CCN(CCC#N)CC2)cc(C(C)(C)C)c1O,1711,1,-13,5,7,1.1,9,94,1.1,-0.79,4
C=C(C)Cn1c(-c2cccc([N+](=O)[O-])c2)n[nH]c1=S,1603,-1,22,7,-5,1,7,100,0.8,0.93,-1
COc1ccc(Cl)c(NC(=O)NCCN2CCN(c3ccccc3)CC2)c1,1537,7,4,0,0,1,-13,112,1,-0.5,-7
O=C(Nc1cccnc1)c1ccc(Cl)c([N+](=O)[O-])c1,1309,5,-3,9,0,1,25,87,1,0.48,6
CCSC(=Nc1ccccc1)C1=C(O)COC1=O,1476,2,12,-1,4,1.1,2,101,0.9,0.86,11
COc1ccc(C(=O)CN2C(=O)c3ccccc3C2=O)c(OC)c1C,1559,-4,10,4,6,1,29,78,0.9,.,17
CCOC(=O)N1CCN(C(=O)CSCc2nc(-c3ccccc3C)oc2C)CC1,1528,-13,-9,2,-1,1,-2,104,1.1,0.14,9
COc1ccc(/C(C)=N/NC(=O)c2sccc2-n2cccc2)cc1,1592,2,-9,-4,0,1,19,86,1.1,-0.84,2
COc1ccc(C(C)(C)C)cc1NC(=O)c1ccc2c(c1)SC1=NS(=O)(=O)CCN12,1419,2,-8,16,5,1,0,104,1.1,0.3,4
CC1CCCN(C(C(=O)Nc2ccc3c(c2)OCCO3)c2ccccc2)C1 (centres undefined),1541,-9,-13,9,16,1,-1,105,1.1,.,4
COc1ccccc1N1CCN(C(=O)C(Sc2ccccc2)c2ccccc2)CC1 (centres undefined),1453,2,-1,3,2,1,2,104,1,.,2
O=C(COc1ccccc1-c1ccccc1)NNC(=O)NC1CCCCC1,1625,1,-30,7,2,1,9,98,1.3,-0.45,2
CNc1nc(N)c([N+](=O)[O-])c(NCCO)n1,1477,-2,-14,13,-9,1,-6,103,1.1,1.1,-1
CCOC(=O)c1ccc(NC(=O)COc2ccccc2CNCCc2ccccc2)cc1,1372,-8,-14,-3,-2,1.1,-1,109,1.1,-1.8,1
COc1ccc(-c2ccc(-c3nnn(CC(=O)N4CCOCC4)n3)cc2)cc1,1385,-4,4,-16,4,1.1,20,91,1,.,-5
Cc1cccc(C)c1OCC(=O)Nn1c(=O)[nH]c2ccccc2c1=O,1537,5,8,-8,0,1,4,103,0.9,0.86,4
O=C(NC1CCCCC1)C12CC3CC(CC(Cl)(C3)C1)C2,1590,5,4,7,15,1,13,93,1,.,3

(continued)
compound,SRC2 TRFRET art,PPARg SRC2 recr,bIAP inh,STAT1 blocker,PPARg SRC1 recr,TNAP act hi DEA,STAT3 blocker,STAT3 activator,bIAP act,ROMK primary,PPARg SRC3 recr
O=C(OCC(=O)N1CCC(Cc2ccccc2)CC1)c1ccccc1,1694,2,7,-29,-10,1,-6,111,0.9,-1.5,-1
O=C(NC(=S)Nc1ccc(Br)cn1)c1cccs1,1507,6,-8,-112,-2,1,-84,168*,1.1,1.1,3
CCc1ccc2c(c1)cc(CN(C(=S)Nc1ccccc1)C1CC1)c1nnnn12,1746,-6,3,0,0,1,2,104,1,.,7
Cc1noc(C)c1C(=O)NCCc1ccccc1,1702,12,6,-14,2,1,2,102,0.9,-0.81,4
Cc1ccc(S(=O)(=O)CC2CSc3nc(N)cc(=O)n32)cc1 (centres undefined),1521,5,7,3,5,1.1,3,102,0.9,.,7
COC(=O)Cc1ccc(NC(=S)NNC(=O)c2ccccc2Br)cc1,1433,-3,7,-4,3,0.9,12,92,0.9,0.27,2
COc1ccc(-c2oc3ncnc(NCCN4CCOCC4)c3c2-c2ccc(OC)cc2)cc1,1635,8,-6,5,3,1,20,86,1.1,.,3

Of the compounds above, these contain a tert-butyl group:
compound,SRC2 TRFRET art,PPARg SRC2 recr,bIAP inh,STAT1 blocker,PPARg SRC1 recr,TNAP act hi DEA,STAT3 blocker,STAT3 activator,bIAP act,ROMK primary,PPARg SRC3 recr
CC(C)(C)c1cc(CN2CCN(CCC#N)CC2)cc(C(C)(C)C)c1O,1711,1,-13,5,7,1.1,9,94,1.1,-0.79,4
COc1ccc(C(C)(C)C)cc1NC(=O)c1ccc2c(c1)SC1=NS(=O)(=O)CCN12,1419,2,-8,16,5,1,0,104,1.1,0.3,4
